Assay outcomes as filed in PubChem.
GCN5L2 inh: qHTS Assay for Inhibitors of GCN5L2 | Histone acetyltransferase KAT2A (Homo sapiens), Q92830 | GCN5L2 HAT assay, ThioGlo1 CoA-SH fluorescence | 390,000 compounds, 0.21% hits | AID 504327, 2011 | Potency, µM (highest dose often 58.9 µM), inactives show at the highest dose activity change, negative = inhibition, actives largely listed as inhibitors
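Fluorescence readout, Ex340nm/Em540nm: ThioGlo1 (50uM final) reacts with free CoA thiol released as 20nM GCN5L2 acetylates H3(1-25) peptide (75uM) using acetyl-CoA (70uM). Compound and enzyme sat 15 min beforehand; 20 min room-temperature reaction.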
DT40 TDP1 no CPT: qHTS for Inhibitors of human tyrosyl-DNA phosphodiesterase 1 (TDP1): qHTS in cells in absence of CPT | 420,000 compounds, 15% hits | DT40 Tdp1-/- hTDP1 cells, no CPT, ATP luminescence, 48 h | Potency, µM (highest dose often 46.2 µM), for the others: top-dose activity change, negative = growth inhibition, usual class: inhibitors; note: nearly all actives have a fitted effect of over 55% in size
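Readout: luminescence from CellTiter-Glo after 30 min in the dark at RT. Cells: DT40 Tdp1-/- with stable hTDP1, 400/well. Exposure: compounds alone, ≥48 hr, 37 °C.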
TDP1 block: qHTS Assay for Inhibitors of Tyrosyl-DNA Phosphodiesterase (TDP1) | Tyrosyl-DNA phosphodiesterase 1 (Homo sapiens), Q9NUW8 | recombinant TDP1, AlphaScreen DNA substrate cleavage | Potency, µM (highest dose often 130 µM), for the others: top-dose activity change, negative = inhibition, actives largely listed as inhibitors | 350,000 compounds, 0.28% hits; note: nearly all actives have a fitted effect of over 40% in size
Target sequence (Q9NUW8 whole entry, looked up): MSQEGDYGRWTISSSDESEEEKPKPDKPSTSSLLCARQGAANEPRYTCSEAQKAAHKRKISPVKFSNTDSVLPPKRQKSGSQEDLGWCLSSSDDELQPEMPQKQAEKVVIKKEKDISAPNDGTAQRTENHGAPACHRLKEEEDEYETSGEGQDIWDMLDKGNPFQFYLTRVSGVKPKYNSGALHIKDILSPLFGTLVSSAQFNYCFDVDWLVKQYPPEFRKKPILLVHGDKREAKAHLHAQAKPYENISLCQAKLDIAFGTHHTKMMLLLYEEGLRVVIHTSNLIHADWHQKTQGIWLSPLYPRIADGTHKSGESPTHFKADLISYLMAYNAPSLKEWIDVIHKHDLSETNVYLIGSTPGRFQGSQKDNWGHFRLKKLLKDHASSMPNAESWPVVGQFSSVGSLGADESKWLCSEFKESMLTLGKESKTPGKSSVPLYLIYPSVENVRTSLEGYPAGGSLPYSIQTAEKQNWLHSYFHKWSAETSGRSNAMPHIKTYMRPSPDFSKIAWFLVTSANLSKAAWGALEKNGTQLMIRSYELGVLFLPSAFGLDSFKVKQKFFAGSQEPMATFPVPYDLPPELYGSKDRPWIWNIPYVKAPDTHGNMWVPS
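Signal: AlphaScreen proximity between streptavidin donor and anti-FITC acceptor beads on intact substrate. Reaction: Tdp1 1 nM, substrate 15 nM final, 5 min RT after 15 min compound preincubation.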
An asterisk follows results filed as active; ? = inconclusive; . = not tested or not shown; & = joins results of further samples; ! = repeats disagree; [ ] = dose if it differs, or a comment. Calls come from the whole dose curve; as a rule, active = well fitted curve in the direction sought with a large enough effect; inconclusive = small, poorly fitted or top-dose-only effect, or another doubt; inactive = no such curve, though single readings can be large; an effect the other way counts as inactive or inconclusive. % is set by controls: 0 for no effect and ±100 for the full control effect; potency is the fitted concentration of half-maximal effect. A portion of the library; rates above refer to the full screens.

SMILES	GCN5L2 inh	DT40 TDP1 no CPT	TDP1 block
COCc1ccc(C(=O)N2CCc3c([nH]c4ccccc34)C2c2ccccn2)s1 (stereo unspecified)	-7%	?	5%
C[C@H](NC(=O)OC(C)(C)C)c1nnc(SCC(N)=O)o1	3%	1%	-1%
CC(C)N(C(=O)COC(=O)c1ccccc1C(=O)c1ccc(Cl)c([N+](=O)[O-])c1)C(C)C	-4%	?	3%
COc1cc2c(cc1/C=C1/NC(=O)N(CC(=O)Nc3ccccc3)C1=O)OCO2	-6%	-24%	2%
OC(c1cc(-c2ccc(Cl)cc2)nc2ccccc12)C1CCCCN1 (stereo unspecified)	-5%	26µM*	3%
O=C(CC1CCCC1)Nc1cc(S(=O)(=O)N2CCOCC2)ccc1O	-26%	?	4%
Cc1ccc(NC(=O)CN(C)S(=O)(=O)c2cnc[nH]2)cc1C	4%	-7%	4%
N#CCC(=O)N1CCN(C=O)CC1	-4%	11%	4%
Nc1ncc(Br)cc1S(=O)(=O)NCCC(=O)NCCc1ccc(Cl)cc1	-7%	-3%	5%
N#Cc1cnn2c(-c3cccc(C(F)(F)F)c3)ccnc12	11%	-27%	.
COc1ccc(NC(=O)N(Cc2cc3cc(OC)ccc3[nH]c2=O)CC2CCCO2)cc1 (stereo unspecified)	-5%	?	4%
CC(=O)NC(CC(=O)O)C(=O)O (stereo unspecified)	-17%&0%	6%&-3%	9%[56.1 µM]
O=C1CSC(=NC(=O)c2ccccc2)N1	-1%	-20%	7%
CCN1C(=O)/C(=C2\SC(N3CCOCC3)=NC2=O)c2ccccc21	4%	-1%	.
Nc1nnc(SCC(=O)Nc2cc(F)ccc2F)s1	-1%	0%	.
O=C(CNC(=O)c1ccc(S(=O)(=O)N2CCCC2)cc1)N/N=C/c1ccco1	-18%	?	0%
CC(=O)c1c(C)[nH]c(C(=O)Nc2cc(S(=O)(=O)N3CCCCC3)ccc2C)c1C	3%	?	2%
O=C(/C=C/c1ccc2ccccc2n1)N1CCN(c2ccccc2)CC1	-12%	?	2%
CCOc1cc(/C=C/C(=O)c2ccc(C)cc2)ccc1OCC(=O)N(C)C	-9%	21µM*	4%
COc1ccc(NC(=O)C2CCC(CNS(=O)(=O)c3csc(C(N)=O)c3)CC2)cc1 (stereo unspecified)	31%[activator]	-15%	-3%
COc1ccc(-c2nn(-c3ccccc3)cc2/C=N/NS(=O)(=O)c2ccccc2)cc1	-1%	?	7%
CC(=O)Nc1ccc(NC(=O)C(C)Oc2ccc(Cl)cc2Cl)cc1 (stereo unspecified)	-9%	-16%	3%
COc1ccc(C(=O)C2CCCN(Cc3ccc4nonc4c3)C2)c(C)c1 (stereo unspecified)	-5%	?	.
CCC(=O)c1ccc(OCC(=O)OCC(=O)N(C)CC(=O)Nc2ccc(F)cc2)cc1	-4%	2%	.
O=C(CN1CCOCC1)Nc1cc(Cl)ccc1Cl	-2%	-7%	5%
O=C(COc1ccc2ccccc2c1)NC1CC(=O)N(c2ccccc2)C1 (stereo unspecified)	-7%	-23%	-3%
COC(=O)CSc1[nH]c2ccc(F)cc2c1[N+](=O)[O-]	27%	?	5%
c1ccc2c(c1)NC1(CCCCC1)n1c-2nc2ccccc21	-2%	-17%	-2%
CCn1c(C2CC(=O)N(Cc3ccccc3)C2)nc2ccccc21 (stereo unspecified)	-5%	-8%	2%
O=C1ON=C(c2ccccc2)/C1=C\c1ccco1	?	-5%	-13%

The final two records of the section above open the next one.
SMILES	GCN5L2 inh	DT40 TDP1 no CPT	TDP1 block
CCn1c(C2CC(=O)N(Cc3ccccc3)C2)nc2ccccc21 (stereo unspecified)	-5%	-8%	2%
O=C1ON=C(c2ccccc2)/C1=C\c1ccco1	?	-5%	-13%
COc1cccc(C(=O)Nc2ccc(NC(=O)c3ccco3)nc2)c1	-8%	?	2%
CNC(=O)[C@H]1O[C@@H](n2cnc3c(NCc4cccc(I)c4)ncnc32)[C@H](O)[C@@H]1O	-16%&-3%&-1%&-1%	16µM*!	7%&6%
CC(C)c1ccc(CNc2ccc([N+](=O)[O-])cn2)cc1	-19%	?	8%
Cc1cc(C)c2c(-n3cccc3)c(NC(=O)OC(C)C)sc2n1	-2%	21µM*	4%
COc1cccc2c1OCC/C2=N\NC(=O)COc1ccc(C)cc1	-5%	-14%	-4%
O=C(NCc1ccccc1)c1ccc(NC(=O)C2CCCO2)cc1 (stereo unspecified)	?	10%	5%
COc1ccc(/C=N/NC(=O)c2cccc(NC(C)=O)c2)c(OC)c1	-13%	-6%	5%
CC(C)CN(CC(C)C)S(=O)(=O)N1CCC(C(=O)NCCN2CCOCC2)CC1	33%[activator]	-4%	-1%
CS(=O)(=O)N(CC(=O)Nc1cc(Cl)ccc1Cl)c1ccccc1Cl	-12%	?	0%
CCOC(=O)c1ccc2ncc(C(=O)OCC)c(Nc3ccc(N4CCOCC4)cc3)c2c1	-7%	6.5µM*	11%
CCN(CC(=O)Nc1ccc(NC(C)=O)cc1)C(=O)c1cc(S(=O)(=O)N2CCCCCC2)ccc1OC	1%	-11%	.
CCC(C(=O)OCC(=O)N(CCOC)c1c(N)n(Cc2ccccc2)c(=O)[nH]c1=O)c1ccccc1 (stereo unspecified)	-1%	-1%	3%
O=S(=O)(Nc1ccc2c(c1)OCO2)c1ccc(Br)s1	-25%	-11%	9%
Cc1csc(NC(=O)/C=C/c2ccco2)n1	20%	?	0%
O=C(O)c1cccc(Sc2ccc(Br)cc2C(=O)O)c1	-1%	-5%	2%
O=C(Cn1cnc2c(cnn2-c2ccccc2Cl)c1=O)N1CCc2ccccc21	-8%	-11%	5%
COc1ccc(-n2nc(C(=O)NCC(=O)NCc3ccccc3OC)c3ccccc3c2=O)c(OC)c1	-5%	-27%	1%
Cc1ccc(S(=O)(=O)N2CCC(C(=O)Nc3cc(C(F)(F)F)ccc3N3CCOCC3)CC2)cc1C	-13%	-26%	-3%
COC(=O)C1CCN(C(=O)CN2C(=O)c3ccccc3S2(=O)=O)CC1	-8%	-3%	-3%
COc1cccc(C(=O)Nc2cc3c(cc2N2CCOCC2)n(C)c(=O)n3C)c1	-11%	27%	6%
Cc1noc(C)c1C(=O)Nc1nc(C23CC4CC(CC(C4)C2)C3)cs1	-11%	18µM*	-7%
COc1ccc(OC)c(C(=O)NC(CC(N)=O)c2ccc(N3CCC(N4CCCC4)CC3)c([N+](=O)[O-])c2)c1 (stereo unspecified)	15%	-9%	4%
CCN(Cc1ccccc1)c1ccc(/C=N/N=C(N)N)cc1	-3%	13µM*	8%
CCN1CCN(c2cc(C)c3cc(NC(=S)NCCN(C)C)ccc3n2)CC1	-1%	21µM*	.
Cc1ccccc1C(=O)Nc1ccc(N2CCCCCC2)cc1	-6%	9.2µM*	8%
C=CCN(c1ccc(C(=O)Nc2ccc3c(c2)n(C)c(=O)n3C)cc1)S(C)(=O)=O	-8%	-25%	.
CCOC(=O)C1=C(c2ccccc2)NC(=O)NC1c1ccc(O)c(OCC)c1 (stereo unspecified)	-8%	-9%	-1%
O=C(Nc1cccc(-n2cnnn2)c1)c1cccc(Cl)c1	-14%	?	2%
CC1C(=O)N2CCCc3cc(S(=O)(=O)NCc4ccc(F)cc4)cc1c32 (stereo unspecified)	1%	?	.
Fc1ccc(/C=N/c2c(-c3ccc(F)cc3)nc3n2CCS3)cc1	-5%	-26%	5%
CCCCC(CC)CNC(=O)C1C2C=CC(C2)C1C(=O)O (stereo unspecified)	-3%	1%	0%
CCc1ccc(-n2c(C)nc3cc(C(=O)NCc4cccnc4)ccc32)cc1	-3%	?	5%
O=C(CN1C(=O)NC2(CCCc3ccccc32)C1=O)c1ccc(F)cc1 (stereo unspecified)	-10%	?	4%
N#C/C(=C(/O)c1ccccc1F)c1nc2cc(C(F)(F)F)ccc2s1	-4%	?	2%
Cc1nnc(SC(C(=O)Nc2ccc(Cl)c([N+](=O)[O-])c2)c2ccccc2)[nH]c1=O (stereo unspecified)	-6%	-19%	2%
COc1ccc(NC(=O)CSc2ncc3c(n2)-c2ccccc2N(C)S3(=O)=O)cc1Cl	-11%	?	3%
CCN(CC)c1ccc(NC(=S)NC(=O)c2ccco2)cc1	-1%	18µM*	10%
Cc1[nH]c(=O)[nH]c(=O)c1/C=N/NC(=O)[C@H](CC(C)C)NC(=O)OC(C)(C)C	-5%	-6%	7%
CCOC(=O)c1sc(NC(=O)CSc2ncn[nH]2)c(C#N)c1C	-7%	-20%	2%
COc1ccc(C(=O)COC(=O)c2ccco2)cc1	-9%	-7%	0%
COCCN1C(=O)N(c2ccc(Cl)cc2)C(=O)C1CC(=O)Nc1cc(OC)cc(OC)c1 (stereo unspecified)	-5%	?	5%
CCOC(=O)c1cccnc1NC(=O)c1ccccc1	-3%	?	0%
CCC(C)Nc1nc(C)nc2c1oc1ccccc12 (stereo unspecified)	-18%	16µM*	0%
CC(C)N1CCC(N2CCN(Cc3ccc(C#CC(C)(C)O)s3)CC2CCO)CC1 (stereo unspecified)	-2%	0%	5%
NC1=NCCN1CC(=O)O	8%	-2%	6%[56.1 µM]
CN(C)S(=O)(=O)N1CCN(S(=O)(=O)c2ccccc2)CC1	-11%	-10%	-2%
CCn1c(Cn2nnc(-c3ccccc3)n2)nnc1SCc1ccc(Cl)c(Cl)c1	-20%	23µM*	0%
C=CCn1c(SCC(=O)c2c(N)n(C3CC3)c(=O)[nH]c2=O)nnc1-c1ccoc1C	-3%	-4%	0%
CN(CCCNC(=O)c1ccc(CS(=O)c2ccc(Br)cc2)o1)Cc1ccccc1 (stereo unspecified)	-19%	22%	3%
Cc1noc(C)c1S(=O)(=O)Nc1ccc2c(c1)CC(=O)N([C@H](C)CO)C[C@H](C)[C@H](CN(C)S(=O)(=O)c1ccc(F)cc1)O2	-1%	?	1%
COc1cccc(NC(=O)COC(=O)c2c(C)nn(-c3ccccc3)c2C)c1	-11%	-24%	1%
O=C(O)c1cc(NN=Nc2cccc([N+](=O)[O-])c2)cc([N+](=O)[O-])c1	-6%	13%	3%
CCn1ccnc1CN(C)Cc1cn(-c2ccc(C)cc2)nc1-c1cccc(C)c1	3%	-108%	-3%
COc1ccccc1NCCC(=O)OCC(=O)Nc1cccc(S(=O)(=O)N(C)C)c1	-4%	7%	5%
COc1ccccc1N(CC(O)COc1ccccc1C)S(=O)(=O)c1ccccc1 (stereo unspecified)	-10%	-21%	-3%
COC(=O)CSc1nnc(-c2ccc(S(=O)(=O)N3CCCC3)cc2)o1	-6%	-11%	.
O=C(NCCCN1CCN(c2ccccc2F)CC1)c1cc2c(s1)-c1ccccc1OC2	-22%	?	1%
O=C(NCc1ccccc1C(F)(F)F)c1cccc2c1C(=O)c1ccc(N3CCCCC3)cc1S2(=O)=O	-7%	?	-3%
CC1CN(C(=O)COC(=O)[C@@H](NC(=O)c2ccccc2Cl)C(C)C)CC(C)O1 (stereo partly specified)	3%	?	1%
Cc1cc(N2CCN(Cc3nc(-c4ccc(Cl)cc4)oc3C)CC2)cc(C)n1	-4%	18µM*	.
O=C(OCN1C(=O)c2ccccc2C1=O)c1ccccc1	-4%	-1%	1%

Among those listed so far, these have fluorine.
SMILES	GCN5L2 inh	DT40 TDP1 no CPT	TDP1 block
N#Cc1cnn2c(-c3cccc(C(F)(F)F)c3)ccnc12	11%	-27%	.
Nc1nnc(SCC(=O)Nc2cc(F)ccc2F)s1	-1%	0%	.
CCC(=O)c1ccc(OCC(=O)OCC(=O)N(C)CC(=O)Nc2ccc(F)cc2)cc1	-4%	2%	.
COC(=O)CSc1[nH]c2ccc(F)cc2c1[N+](=O)[O-]	27%	?	5%
Cc1ccc(S(=O)(=O)N2CCC(C(=O)Nc3cc(C(F)(F)F)ccc3N3CCOCC3)CC2)cc1C	-13%	-26%	-3%
CC1C(=O)N2CCCc3cc(S(=O)(=O)NCc4ccc(F)cc4)cc1c32 (stereo unspecified)	1%	?	.
Fc1ccc(/C=N/c2c(-c3ccc(F)cc3)nc3n2CCS3)cc1	-5%	-26%	5%
O=C(CN1C(=O)NC2(CCCc3ccccc32)C1=O)c1ccc(F)cc1 (stereo unspecified)	-10%	?	4%
N#C/C(=C(/O)c1ccccc1F)c1nc2cc(C(F)(F)F)ccc2s1	-4%	?	2%
Cc1noc(C)c1S(=O)(=O)Nc1ccc2c(c1)CC(=O)N([C@H](C)CO)C[C@H](C)[C@H](CN(C)S(=O)(=O)c1ccc(F)cc1)O2	-1%	?	1%
O=C(NCCCN1CCN(c2ccccc2F)CC1)c1cc2c(s1)-c1ccccc1OC2	-22%	?	1%
O=C(NCc1ccccc1C(F)(F)F)c1cccc2c1C(=O)c1ccc(N3CCCCC3)cc1S2(=O)=O	-7%	?	-3%
